# Screening results (PubChem)
# ASAP1 GAP inh: blocks human ASAP1-stimulated Arf1 GTP hydrolysis | GDP FP detection | inhibition, % at 16.5 µM | actives 0.19% (n = 360,000) | AID 624377; in the data active = inhibition above about 25%;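 also: 0% = vehicle with enzyme and substrate and 100% = no enzyme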
# rCAG binder: molecules binding r(CAG) RNA repeats | inhibition, % at 3 µM | r(CAG) RNA repeat, TO-PRO-1 dye displacement fluorescence | AID 651821 | actives 1.3% (n = 370,000);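 active = inhibition above the plate cutoff, the mean of all test compounds on that plate plus 3 SD, cut at about 35% in these data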;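 also: 0% = DMSO alone and 100% = 100 µM mitoxantrone as full dye displacement; higher means more dye released from RNA so lower well fluorescence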
# NPR1 activator: GC-A (human) enzyme activation | HEK293 GC-A cells, cGMP TR-FRET, EC30 ANP; 0% at EC30 ANP, 100% saturating ANP | activation, % at 10 µM | actives 0.14% (n = 370,000); in the data active = activation above about 40%
# Target sequence (P16066 whole entry, looked up): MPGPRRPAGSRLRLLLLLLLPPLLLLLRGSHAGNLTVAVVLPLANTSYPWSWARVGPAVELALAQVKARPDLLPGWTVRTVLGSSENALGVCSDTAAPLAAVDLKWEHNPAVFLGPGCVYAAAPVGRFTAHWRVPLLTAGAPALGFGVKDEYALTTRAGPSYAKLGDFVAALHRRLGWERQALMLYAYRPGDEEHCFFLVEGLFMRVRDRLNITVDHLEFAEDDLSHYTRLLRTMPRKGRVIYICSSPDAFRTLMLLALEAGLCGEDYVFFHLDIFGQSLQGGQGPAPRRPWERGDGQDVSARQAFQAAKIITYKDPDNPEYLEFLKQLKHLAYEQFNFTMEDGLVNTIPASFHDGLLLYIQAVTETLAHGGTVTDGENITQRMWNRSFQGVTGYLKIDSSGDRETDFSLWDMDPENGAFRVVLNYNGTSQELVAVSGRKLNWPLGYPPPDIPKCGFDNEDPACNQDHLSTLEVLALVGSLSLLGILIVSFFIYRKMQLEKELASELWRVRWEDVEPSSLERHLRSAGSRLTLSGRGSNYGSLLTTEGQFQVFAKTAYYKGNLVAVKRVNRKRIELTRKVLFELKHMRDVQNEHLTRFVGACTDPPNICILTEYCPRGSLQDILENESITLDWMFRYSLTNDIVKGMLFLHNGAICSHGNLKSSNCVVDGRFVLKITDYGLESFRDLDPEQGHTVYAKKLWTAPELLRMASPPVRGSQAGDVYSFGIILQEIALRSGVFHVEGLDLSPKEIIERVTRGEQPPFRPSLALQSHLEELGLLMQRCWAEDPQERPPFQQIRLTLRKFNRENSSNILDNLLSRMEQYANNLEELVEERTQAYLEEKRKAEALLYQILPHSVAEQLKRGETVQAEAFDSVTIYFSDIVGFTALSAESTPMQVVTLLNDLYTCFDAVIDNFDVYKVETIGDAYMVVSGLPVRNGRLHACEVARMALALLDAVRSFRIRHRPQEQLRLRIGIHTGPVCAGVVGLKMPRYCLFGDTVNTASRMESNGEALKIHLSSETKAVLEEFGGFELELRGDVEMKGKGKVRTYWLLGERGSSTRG
# PG9 binder: small molecules binding HIV-1 gp120 antibody PG9; TR-FRET gp120-PG9 antibody binding; inhibition, % at 6.7 µM; actives 0.43% (n = 360,000); AID 624416; in the data active = inhibition above about 8.5%
# mABHD4 FP: inhibitors of mouse ABHD4; inhibition, % at 8.92 µM; Q8VD66; purified mABHD4, FP-Rh probe fluorescence polarization; actives 0.54% (n = 370,000);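 active = inhibition exceeding the mean over every tested compound plus 3 SD, cut at about 30% in these data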;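 also: 0% = plate median of compound wells and 100% = S159A mutant with DMSO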
#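 Assay system: mABHD4 protein; medium: HEPES pH 7.0, NaCl, Pluronic buffer; dosing: 8.92 µM, single dose; schedule: 45 min + 60 min at 25 °C; signal: FP readout, ex 525 nm / em 598 nm; read-out: normalized percent inhibition of probe labeling; repeats: single replicate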
# ARFGAP1 inh: inhibitors of rat ARFGAP1 | Arfgap1-stimulated ARF1 GTP hydrolysis, GDP FP detection | actives 0.26% (n = 360,000) | Q62848 | inhibition, % at 16.5 µM;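 active = inhibition above a per-plate limit, mean inhibition of low control wells plus 3 SD, cut at about 25% in these data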;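 also: 0% = DMSO wells with enzyme and 100% = wells lacking Arfgap1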
#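 Material: rat Arfgap1 catalytic domain, aa 1-136; also added: human ARF1(Δ1-17)-GTP substrate; compound dosing: one concentration, 16.5 µM, DMSO 1.26%; incubation: GTP hydrolysis reaction 2 h at 25 °C; measured by: Tracer-displacement fluorescence polarization with EDTA stop, 620/688 nm; evaluation: % inhibition from polarization; repeats: one replicate per compound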
# SMARCA2 activ: SMARCA2 function activation, primary screen. MG213 cells, MMTV-luciferase reporter, dexamethasone, overnight. activation, % at 9.1 µM. actives 1% (n = 370,000); in the data active = activation above about 7.8%;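 also: 0% = vehicle wells and 100% = reference activator wells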
# NPR2 activator: GC-B (human) receptor activation. activation, % at 10 µM. HEK293-GC-B cells, CNP EC30, cGMP TR-FRET; 0% at EC30 CNP, 100% saturating CNP. P20594. actives 0.11% (n = 370,000);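 active = activation at 10 µM reaching about 35% in either raw or pattern-adjusted values, limit read from the data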
# Rev-erbA mod: Rev-erb alpha (human) modulation. P20393. Rev-erbα–FITC-DNA binding, fluorescence polarization, 90 min. activity, % at 10 µM. actives 0.79% (n = 370,000);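 active = activity above about 14%, limit read from the data; passing the limit was not always enough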;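 also: 0% = DMSO wells with 35 nM protein and 100% = DMSO wells with 750 nM protein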
# HTRA1 inh: blocks human HTRA1 serine peptidase; Q92743; recombinant HTRA1, FP-rhodamine activity-based probe, fluorescence polarization; inhibition, % at 5.96 µM; actives 0.5% (n = 340,000); AID 504803; in the data active = inhibition above about 36%;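 also: 0% = enzyme with DMSO and 100% = wells lacking enzyme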
# An asterisk follows results filed as active; / = no result given. An unsorted share of the library. About 4.4% of those tested had a hit in this group.
SMILES,ASAP1 GAP inh,rCAG binder,NPR1 activator,PG9 binder,mABHD4 FP,ARFGAP1 inh,SMARCA2 activ,NPR2 activator,Rev-erbA mod,HTRA1 inh
CCOc1ccc(NC(=O)Nc2cccn(Cc3ccccc3)c2=O)cc1,9,0,-1,-1.5,6,16,-3,1,-5,-3
CCN(CC)CCNC(=O)C(=O)Nc1ccc(C(=O)OC)cc1,-2,-1,2,-2.0,3,-6,2,0,-1,3
CCOC(=O)N1CCN(c2c(N3CCN(c4cccc(C(F)(F)F)c4)CC3)c(=O)c2=O)CC1,/,/,-1,/,/,/,/,-6,2,7
COc1ccc(-n2ncc3c2CC(C)(C)CC3NC(=O)CCCN2CCCC2=O)cc1 (stereo unspecified),8,-7,2,-0.5,5,6,0,-2,-1,2
COC(=O)C1CCN(C(=O)Cc2c(OC)ccc3cc(Br)ccc23)CC1,-8,-2,-11,0.1,2,2,-3,-12,2,-8
O/N=C(\c1ccc(Cl)cc1)c1cc2ccccc2o1,4,3,1,0.8,-25,6,2,-2,8,-19
O=C1Nc2ccccc2C1=O,-5,0,0,0.2,-3,4,-3,-8,1,-3
Cc1ccc2cc(C3CC(c4cccs4)=NN3S(C)(=O)=O)c(Cl)nc2c1 (stereo unspecified),-4,4,5,-1.2,-3,4,-2,-3,-3,-11
O=S(=O)(c1ccc(F)c(F)c1)N1CCN(S(=O)(=O)c2cccs2)CC1,3,-2,-2,-0.7,-2,-6,1,1,3,3
COc1ccc(NC(=S)N(CCC(C)C)C(C)c2ccncc2)cc1 (stereo unspecified),4,-8,0,1.5,-2,-5,3,2,3,2
O=C(Nc1nnc(-c2ccncc2)o1)C1CCCCC1,12,0,-1,0.3,-4,-7,-2,-5,-2,6
N#Cc1cnn(-c2ccccc2)c1NC(=O)CN1CCOCC1,13,1,5,-0.8,11,-7,-5,4,3,/
O=C1C(Cl)=C(N2CCCC2)C(=O)N1c1ccccc1F,-2,-4,1,0.0,-1,4,-1,-6,8,4
CCOC(=O)C1CCN(C(=O)COC(=O)c2ccc([N+](=O)[O-])o2)CC1,-3,2,1,-2.3,-1,1,-2,1,-2,20
N#CC1=C(S)N(c2ccccc2)C2(CCCCC2)NC1=O,10,0,8,-3.5,6,-13,0,-4,3,-5
CC(=O)c1ccc(S(=O)(=O)NCCC(=O)OCC(=O)N(Cc2ccccc2)C(C)(C)C)cc1,-9,1,-1,-1.7,-10,2,0,-2,10,-9
O=C(c1ccc(-c2ccccc2Cl)o1)N1CCCCCCC1,14,-12,-4,-1.3,11,2,3,2,3,-37
CN1CCN(NC(=O)c2cc(-c3ccc(Br)s3)nc3ccccc23)CC1,4,5,7,19*,-9,-3,5,-17,-1,-31
CCCCCCc1nc2ccccc2c(=O)n1N,-15,-1,0,0.1,-6,-2,3,-2,3,-8
CCC(=O)Nc1ccc(NCc2cccs2)cc1,3,3,-3,-2.8,9,2,-2,7,-2,8
C=C(C)COc1ccc(-c2[nH]ncc2-c2ccc(Br)cc2)c(O)c1,-15,9,4,-1.9,-14,3,-3,0,2,-11
CCCCOC1(c2ccccc2)OC(=O)c2ccccc21 (stereo unspecified),-4,-4,-11,-1.6,-4,-7,-2,-3,2,-15
CCOC(=O)C1=C(C)NC(=O)NC1c1ccc(-c2ccc(Cl)cc2)o1 (stereo unspecified),-4,-1,-15,-0.9,-8,11,-5,-9,-2,-10
O=S(=O)(/N=C(/Nc1ccccc1)c1ccccc1O)c1ccccc1,-2,8,-4,-0.5,2,1,2,-1,0,-21
CC1CCc2c(sc3nc(CN4CCOCC4)nc(NS(=O)(=O)c4cccc([N+](=O)[O-])c4)c23)C1 (stereo unspecified),1,62*,-2,0.3,-1,0,-4,3,-3,0
O=C(c1cc(S(=O)(=O)N2CCOCC2)ccc1Cl)N1CCCCC1CO (stereo unspecified),-17,1,0,-0.7,-2,3,-5,1,6,2
COc1ccc(C(=O)c2ccc([N+](=O)[O-])cc2Cl)cc1,3,-3,-1,-1.1,-3,-3,0,-4,-2,/
CC1(C)Cc2cccc(OCC(N)=O)c2O1,8,1,0,-0.6,-1,5,-1,9,-3,-1
CC1(C(=O)Nc2cccc3cccnc23)CCN1Cc1ccc(-c2ccccc2)o1 (stereo unspecified),-16,17,0,-2.0,20,-6,-2,-1,3,/
COc1ccc(NC(=O)CN(C)C(=O)c2cc(-c3cccs3)nn2-c2ccccc2)cc1,-5,0,-5,-0.3,-1,-2,-1,-2,1,-3

# Six compounds drawn at random from the list so far, as already listed:
SMILES,ASAP1 GAP inh,rCAG binder,NPR1 activator,PG9 binder,mABHD4 FP,ARFGAP1 inh,SMARCA2 activ,NPR2 activator,Rev-erbA mod,HTRA1 inh
CCOC(=O)C1=C(C)NC(=O)NC1c1ccc(-c2ccc(Cl)cc2)o1 (stereo unspecified),-4,-1,-15,-0.9,-8,11,-5,-9,-2,-10
CN1CCN(NC(=O)c2cc(-c3ccc(Br)s3)nc3ccccc23)CC1,4,5,7,19*,-9,-3,5,-17,-1,-31
CC(=O)c1ccc(S(=O)(=O)NCCC(=O)OCC(=O)N(Cc2ccccc2)C(C)(C)C)cc1,-9,1,-1,-1.7,-10,2,0,-2,10,-9
O=C(c1ccc(-c2ccccc2Cl)o1)N1CCCCCCC1,14,-12,-4,-1.3,11,2,3,2,3,-37
CCCCCCc1nc2ccccc2c(=O)n1N,-15,-1,0,0.1,-6,-2,3,-2,3,-8
CCC(=O)Nc1ccc(NCc2cccs2)cc1,3,3,-3,-2.8,9,2,-2,7,-2,8

# (further entries)
SMILES,ASAP1 GAP inh,rCAG binder,NPR1 activator,PG9 binder,mABHD4 FP,ARFGAP1 inh,SMARCA2 activ,NPR2 activator,Rev-erbA mod,HTRA1 inh
CCOC(=O)CNC(=O)c1c(C)nn(-c2ccccc2)c1Cl,4,0,13,-0.7,0,7,-3,0,0,4
CCOC(=O)c1ccc2c(c1)n(CC)c(/C=C/Nc1ccccc1)[n+]2CC,1,5,6,0.7,2,6,1,0,0,-1
Fc1ccccc1CSCc1nc2ccccc2[nH]1,-8,-1,0,0.7,-3,-3,6,-6,1,3
CC1(C)CC(=O)C2=C(C1)Oc1ncn(CCCn3ccnc3)c(=N)c1C2c1ccccc1 (stereo unspecified),5,-5,-3,-1.7,-1,-5,-2,-5,-9,1
CCc1c(C)nc2cc(-c3cccs3)[nH]n2c1=O,-4,3,1,1.9,-3,-4,0,-7,6,-5
Cc1ccc(C)c(NC(=O)CN(C)C(=O)c2cccc(S(=O)(=O)N3CCCC3)c2)c1,4,3,-1,1.4,-9,17,0,6,3,-3
CN(C)S(=O)(=O)N1CCN(S(=O)(=O)c2ccc(F)cc2)CC1,2,-2,3,-1.1,4,0,0,2,-1,0
O=C1C2C3c4ccccc4C(c4ccccc43)C2c2nc3ccccc3n21 (stereo unspecified),-3,-3,-11,0.9,-8,-12,-2,-19,-1,-9
O=C(N/C(=C/c1ccc(Br)cc1)C(=O)N1CCCC1)c1cccs1,2,-6,0,-2.7,-7,8,0,0,-1,-1
CC1CN(C(=O)c2ccccc2)CCC1=NO (stereo unspecified),0,3,5,3.6,4,4,-4,-4,0,/
CC(Sc1nc2ccc(C(=O)c3ccccc3)cc2[nH]1)C(=O)O (stereo unspecified),10,4,5,-0.9,-4,2,-3,-3,-6,2
CN1C(=O)Cc2cc(S(=O)(=O)Nc3ccc(N4CCOCC4)cc3)ccc21,-9,23,-1,1.2,-8,5,-1,5,0,28
Cc1cc(Br)ccc1SCC(=O)OCC(O)=C(C#N)c1nc2ccccc2[nH]1,-14,10,3,-0.1,9,4,-2,2,8,-1
Cc1cc(NC(=O)CSc2ccccn2)cc(NC(=O)CSc2ccccn2)c1,-4,2,0,2.4,-7,-6,-4,1,7,2
Cc1c(Cl)cccc1N1C(=O)CC(NNC(=O)c2ccc3c(c2)OCO3)C1=O (stereo unspecified),-4,15,-1,1.8,5,9,0,-3,1,11
CCC[C@@H](CN1CCC[C@H]1CN1C(N)=NC[C@@H]1Cc1ccccc1)N1C[C@@H](Cc2ccccc2)N(CCc2ccc(Cl)c(Cl)c2)C1=N,3,15,10,-1.2,34*,-5,-1,0,1,-5
CN[C@H]1C[C@H]2c3[nH]c4ccccc4c3CCN2C(=O)[C@H]1[C@H](C)O,-4,9,21,-3.2,15,-5,-3,15,4,1
CC[C@]12c3[nH]c4ccc(Cl)cc4c3CCN1C(=O)[C@@H](CC(=O)NCCCn1ccnc1)C[C@@H]2C(=O)N1CCN(C(=O)c2ccco2)CC1,12,4,2,1.4,5,0,-3,1,5,4
CCC(C)C(NC(=O)c1ccccc1NC(=O)c1ccc(OC)cc1)C(=O)NCc1ccco1 (stereo unspecified),-6,-4,-1,1.7,-6,-10,-3,-5,2,-13
CC(=O)c1ccc(NC(=O)CSc2nc(C)cc(C)c2C(N)=O)cc1,-1,-3,0,-0.4,3,11,1,0,1,-2
NC(=O)C1CCN(c2nc(-c3ccccc3Br)cs2)CC1,1,-1,-4,-1.9,8,17,2,-8,3,/
Cc1ccc(C(=O)O/N=C/C2=C(Cl)c3ccccc3CC2)cc1,-3,-2,-3,0.0,8,-4,-1,-5,2,-3
CC(=NO)C1CCC2C3CCC4CC(=NO)CCC4(C)C3C(C)(O)CC12C (stereo unspecified),-3,-1,-3,-1.5,-3,0,-2,3,-3,-9
Cn1ccnc1SC(C(=O)O)c1ccccc1 (stereo unspecified),-2,1,6,1.5,-4,7,2,4,-6,-3
CCCN(CCC)CCNC(=O)c1cc2c(=O)n(CC)c3ccccc3c2s1,-9,5,-4,-0.5,-1,-23,4,-5,1,-5
CC1CCN(S(=O)(=O)c2ccc(NC(=O)[C@@H]3CCCC[C@@H]3C(=O)O)cc2)CC1,7,14,0,-1.4,4,14,-4,1,-3,9
COCC(=O)NCCNc1nc2ccc(C)cc2cc1C,-13,-3,6,-1.0,4,9,-2,-1,1,0
O=C(Cn1cc2c(n1)CCCCC2)Nc1ccccc1Br,-6,-6,2,-1.1,-1,-1,0,1,5,1
Cc1occc1C(=O)N/N=C/C(Br)=C\c1ccccc1,-5,2,2,-1.1,-26,-7,2,2,2,-7
CC1=NNC(=O)C1Cc1ccccc1 (stereo unspecified),-1,2,-1,-1.0,0,4,-4,1,1,/
COc1ccc(CCNc2nc(-c3cccc(NC(C)=O)c3)cs2)cc1OC,14,2,-7,-2.5,-1,6,4,3,3,4
Cc1cn(CC(=O)NCCc2ccccn2)c(=O)[nH]c1=O,1,2,6,-2.1,1,0,4,0,4,4
CCC(Sc1nc2ccccc2[nH]1)C(=O)Nc1ccc(NC(C)=O)cc1 (stereo unspecified),6,-2,-1,-1.8,4,-7,1,-1,-4,3
COc1cccc(NC(=O)c2cc3ccccc3cc2OC)c1,-10,8,-4,0.1,-15,3,4,-8,0,-40
COCCNc1nc(Oc2cccc(NC(C)=O)c2)c2sccc2n1,17,0,3,1.6,-19,-4,-3,6,2,/
CCCCN(C(=O)c1cccc(S(=O)(=O)N2CC(C)OC(C)C2)c1)c1c(N)n(CC(C)C)c(=O)[nH]c1=O (stereo unspecified),2,-2,-2,-2.3,6,-1,-2,1,-2,1
